GBA activity up = increases beta-glucosidase activity in Gaucher fibroblasts. AID 784. actives 0.44% (n = 30,000). P04062. activation, % at 10 µM. L444P Gaucher fibroblasts, 4-MU-glucoside fluorescence, 3 days; in the data active = activation above about 65%;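 note: 0% = vehicle wells and 100% = positive control wells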
Target sequence (P04062 whole entry L483P): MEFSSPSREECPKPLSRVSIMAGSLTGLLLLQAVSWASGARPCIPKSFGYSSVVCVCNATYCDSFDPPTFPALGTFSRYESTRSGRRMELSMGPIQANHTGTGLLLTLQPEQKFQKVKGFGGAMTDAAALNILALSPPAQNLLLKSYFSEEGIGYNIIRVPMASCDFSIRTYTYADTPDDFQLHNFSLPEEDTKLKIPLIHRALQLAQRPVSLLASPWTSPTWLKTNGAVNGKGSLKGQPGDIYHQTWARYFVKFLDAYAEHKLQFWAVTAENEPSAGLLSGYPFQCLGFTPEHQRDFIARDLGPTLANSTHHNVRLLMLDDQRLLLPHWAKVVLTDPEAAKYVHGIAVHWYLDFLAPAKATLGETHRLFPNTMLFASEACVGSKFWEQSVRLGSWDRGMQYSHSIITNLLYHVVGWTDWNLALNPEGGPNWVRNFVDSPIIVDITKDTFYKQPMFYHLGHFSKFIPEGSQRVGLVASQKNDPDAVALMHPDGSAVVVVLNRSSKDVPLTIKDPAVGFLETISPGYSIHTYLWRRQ
The depositor's hits bear a star. Some of the compounds tested; the hit share may differ from the screen's.

Preview:
`COCC(=O)N(Cc1cc2ccccc2[nH]c1=O)c1ccccc1OC` gave GBA activity up -16.
Screening CC1CN(Cc2cc(=O)n3ccsc3n2)CC(C)O1 (stereo not given) returned GBA activity up -11.

All compounds of this part (from the top)
`COCC(=O)N(Cc1cc2ccccc2[nH]c1=O)c1ccccc1OC` gave GBA activity up -16.
Screening CC1CN(Cc2cc(=O)n3ccsc3n2)CC(C)O1 (stereo not given) returned GBA activity up -11.
Screening Cn1nc(C(=O)Nc2ccc(S(=O)(=O)N3CCCC3)cc2)ccc1=O returned GBA activity up -2.
`CCS(=O)(=O)N1CCCC(C(=O)NCC2CCCO2)C1` (stereo not given) gave GBA activity up 0.
For Cc1ccc(CNc2ccc3c(c2)OCO3)c(C)c1 the results were GBA activity up 9.
`Cc1cc(C)c2cc(CN(CCO)C(=O)Nc3ccc(F)cc3)c(=O)[nH]c2c1` gave GBA activity up -19.
For Cc1cc(C(C#N)c2ccccc2)n2ncnc2n1 (stereo not given) the results were GBA activity up -35.
For COCCOC(=O)C1=C(C)NC(C)=C(C(=O)OC(C)C)C1c1cccc([N+](=O)[O-])c1 (stereo not given) the results were GBA activity up -28.
Screening CCOc1cc(S(=O)(=O)NC2CCCCCC2)ccc1F returned GBA activity up -47.
CCOc1ccccc1-n1c(SCC(=O)N2CCOCC2)nnc1-c1ccccn1 was read as GBA activity up -4.
Screening CC(=O)Nc1nnc(SCC(=O)NCCOc2ccccc2)s1 returned GBA activity up 6.
Cn1c(/N=C/c2cccs2)nc2ccccc21 was read as GBA activity up -1.
Screening O=C(c1cccnc1)N(Cc1ccccc1)c1ccccc1 returned GBA activity up -28.
`COc1ccc(C2CC(c3ccccc3)Nc3nc(NC(=O)c4ccco4)nn32)cc1` (stereo not given) gave GBA activity up 15.
`COc1cccc(NC(=O)CN(c2cccc(F)c2)S(C)(=O)=O)c1` gave GBA activity up -9.
For Cc1ccnc(NC(=O)CCCOc2cc(=O)n(C)c3ccccc23)c1 the results were GBA activity up -35.
O=C(c1ccco1)n1nc(-c2ccc(Cl)cc2)nc1NCc1ccco1 was read as GBA activity up -7.
Screening CCOC(=O)Cc1csc(NC(=O)COc2ccc(N(C)S(=O)(=O)c3cccs3)cc2)n1 returned GBA activity up -12.
Screening O=C(Oc1ccc(Cl)c2cccnc12)N1CCOCC1 returned GBA activity up -20.
Screening CCOC(=O)CCc1nc2ccccc2[nH]c1=O returned GBA activity up 8.
For Oc1ccccc1C1=Nc2ncnn2C(c2ccccc2)C1 (stereo not given) the results were GBA activity up -11.
For O=S(=O)(NCCOc1ccc(F)cc1)c1ccc2c(c1)OCCO2 the results were GBA activity up -10.
Screening O=C(CSc1ccc2nnc(-c3ccncc3)n2n1)N1CCc2ccccc21 returned GBA activity up -1.
CCOC(=O)N1CCN(C(=O)CSc2ccccc2)CC1 was read as GBA activity up -3.
CCN(CC)C(=O)COc1ccc(Br)cc1Cl was read as GBA activity up -19.
Cc1nc2ccccn2c1P(=Nc1ccccc1)(N(C)C)N(C)C was read as GBA activity up 9.
`CN(C(=O)c1ccncc1)c1nnc(-c2cccnc2)s1` gave GBA activity up 2.
Screening Nc1nonc1-n1nnc(C(=O)O)c1-c1cccs1 returned GBA activity up -13.
`Cc1ccc(S(=O)(=O)NCC(c2cccnc2)N(C)C)cc1` (stereo not given) gave GBA activity up -10.
`O=C(C1CCN(S(=O)(=O)N2CCOCC2)CC1)N1CCN(Cc2ccc3c(c2)OCO3)CC1` gave GBA activity up -4.
For Cc1ccc(S(=O)(=O)NCC2CCC(C(=O)NCCCN3CCOCC3)CC2)cc1 (stereo not given) the results were GBA activity up -6.
Screening Cc1onc(-c2ccccc2)c1C(=O)N1CCCN(C(=O)c2c(-c3ccccc3)noc2C)CC1 returned GBA activity up -3.
Screening CCCn1c(O)c(CN2CCCCC2)c(C)c(C#N)c1=O returned GBA activity up -13.
COCc1nnc(NS(=O)(=O)c2ccc(Br)cc2)s1 was read as GBA activity up -22.
Cc1cc(C)nc(NCC(O)CNc2ccccc2Cl)n1 (stereo not given) was read as GBA activity up -33.
Screening O=C(CN1CCN(S(=O)(=O)c2cc(Cl)ccc2Cl)CC1)Nc1ccc2c(c1)OCCO2 returned GBA activity up 53.
`Cc1cc(NC(=O)c2cc(C)on2)no1` gave GBA activity up -17.
`Nc1ncnc2nc(SCCN3CCCCC3)[nH]c12` gave GBA activity up -3.
`O=C(c1cc2n(n1)C(C(F)(F)F)CC(c1ccc(F)cc1)N2)N1CCCC1` (stereo not given) gave GBA activity up -19.
For C=CCOc1ccc(C2C(C(=O)c3ccco3)=C(O)C(=O)N2CCCN(CC)CC)cc1 (stereo not given) the results were GBA activity up -8.
OC(Cn1nnc2ccccc21)Cn1c(C(F)(F)F)nc2ccccc21 (stereo not given) was read as GBA activity up -2.
`CC1CCc2c(sc(NC(=O)c3ccc(Cn4cc(Br)cn4)o3)c2C(N)=O)C1` (stereo not given) gave GBA activity up 2.
For CCCN(CCC)CCCNC(=O)CC(C(=O)N1CCc2ccccc21)n1ccnc1 (stereo not given) the results were GBA activity up -6.
`Cc1cc(C)n2nc(C(=O)OCC(=O)c3cc(C)n(C)c3C)nc2n1` gave GBA activity up -12.
COCCOC(=O)C1=C(C)N=C2SCCC(=O)N2C1c1ccc(OC(=O)c2ccco2)cc1 (stereo not given) was read as GBA activity up -1.

Three successive compounds out of the list so far:
OC(Cn1nnc2ccccc21)Cn1c(C(F)(F)F)nc2ccccc21 (stereo not given) was read as GBA activity up -2.
`CC1CCc2c(sc(NC(=O)c3ccc(Cn4cc(Br)cn4)o3)c2C(N)=O)C1` (stereo not given) gave GBA activity up 2.
For CCCN(CCC)CCCNC(=O)CC(C(=O)N1CCc2ccccc21)n1ccnc1 (stereo not given) the results were GBA activity up -6.

Back to the main list; the 7 compounds before the break are reprinted first.
`O=C(c1cc2n(n1)C(C(F)(F)F)CC(c1ccc(F)cc1)N2)N1CCCC1` (stereo not given) gave GBA activity up -19.
For C=CCOc1ccc(C2C(C(=O)c3ccco3)=C(O)C(=O)N2CCCN(CC)CC)cc1 (stereo not given) the results were GBA activity up -8.
OC(Cn1nnc2ccccc21)Cn1c(C(F)(F)F)nc2ccccc21 (stereo not given) was read as GBA activity up -2.
`CC1CCc2c(sc(NC(=O)c3ccc(Cn4cc(Br)cn4)o3)c2C(N)=O)C1` (stereo not given) gave GBA activity up 2.
For CCCN(CCC)CCCNC(=O)CC(C(=O)N1CCc2ccccc21)n1ccnc1 (stereo not given) the results were GBA activity up -6.
`Cc1cc(C)n2nc(C(=O)OCC(=O)c3cc(C)n(C)c3C)nc2n1` gave GBA activity up -12.
COCCOC(=O)C1=C(C)N=C2SCCC(=O)N2C1c1ccc(OC(=O)c2ccco2)cc1 (stereo not given) was read as GBA activity up -1.
For COC(=O)c1cc2c([nH]c3ccccc32)c(C)n1 the results were GBA activity up 1.
Screening CCCOc1ccc2oc(=O)c3c(c2c1)CCCN3C(=O)CN1CCCC(C(=O)OCC)C1 (stereo not given) returned GBA activity up 0.
Screening NS(=O)(=O)c1ccc(S(=O)(=O)NCCc2ccccc2)cc1 returned GBA activity up -7.
`C[N+](C)(C)CCNC(=O)c1c(O)c2c([nH]c1=O)CCCC2` gave GBA activity up 3.
For CCS(=O)(=O)N1CCC(C(=O)OCC(=O)c2ccc(Br)cc2)CC1 the results were GBA activity up -37.
Cc1cccc2cc(C(c3nnnn3Cc3ccccc3)N3CCN(C)CC3)c(=O)[nH]c12 (stereo not given) was read as GBA activity up 10.
For CCOC(=O)N1CCN(C(=O)Nc2ccc3oc(C)nc3c2)CC1 the results were GBA activity up -3.
C=CCN1C(=O)C(O)(CC(=O)c2ccc(-n3cccc3)cc2)c2ccccc21 (stereo not given) was read as GBA activity up -52.
For CN(C)S(=O)(=O)N1CCc2ccccc21 the results were GBA activity up -44.
For O=C(Nc1ccc(CN2CCOCC2)cc1)c1cc2ccccc2o1 the results were GBA activity up 6.
For CN(CCNC(=O)c1ccc(N2CCCC2=O)cc1)CCc1ccccc1 the results were GBA activity up -3.
CSC(=NCc1cccnc1)NS(=O)(=O)c1cccs1 was read as GBA activity up -35.
`O=C(C1CC1)N1CCc2cc(S(=O)(=O)N3CCOCC3)ccc21` gave GBA activity up -46.
`Cc1cc2ncn(-c3ncnc4sc(C)c(C)c34)c2cc1C` gave GBA activity up 0.
Cc1ccc(CSc2nnc(-c3ccco3)n2N)cc1 was read as GBA activity up -2.
For CCOC(=O)c1ccc2c(c1)nc(COc1ccccc1C#N)n2CC the results were GBA activity up -8.
`O=C(NCCCN1CCOCC1)c1ccc(CNS(=O)(=O)c2ccc(F)cc2)cc1` gave GBA activity up 6.
Screening CCN1CCN(CCNC(=O)c2cn(C(C)c3ccccc3F)nn2)CC1 (stereo not given) returned GBA activity up -16.
For Cc1ccc(CNC(=O)c2ccc(NS(=O)(=O)c3c(C)noc3C)cc2)cc1 the results were GBA activity up 15.
For Cc1cc(C)nc(Sc2c(C)nn(-c3ccccc3)c2C)n1 the results were GBA activity up -6.
`O=C(CCCn1c(=S)[nH]c2ccccc2c1=O)NCc1ccco1` gave GBA activity up -29.
`CCOc1cc(C2c3c(n[nH]c3C)C(=O)N2c2ccc(Br)cc2)ccc1O` (stereo not given) gave GBA activity up -13.
O=C(NCc1ccccc1)c1noc2c1CCCC2 was read as GBA activity up -30.
For CN(C(=O)c1ccccc1Cl)c1ccccc1 the results were GBA activity up -10.
`CCOC(=O)CCn1c(=O)c2c(nc(Br)n2Cc2ccccc2)n(C)c1=O` gave GBA activity up -45.
CCn1c(Cc2cccn2C)nnc1SCC(=O)c1ccc(C)cc1 was read as GBA activity up -11.
Screening COc1cccc(C(c2nnnn2Cc2ccco2)N2CCN(c3cccc(C)c3C)CC2)c1OC (stereo not given) returned GBA activity up -43.
`Cc1ccc(-n2c(N)c(-c3nc4ccccc4n3C)sc2=S)cc1` gave GBA activity up -73.
`CC(C)NC(=O)c1ccccc1NC(=O)CCS(=O)(=O)Cc1ccccc1` gave GBA activity up 4.
For Nc1nc(NC(=O)c2cccnc2)nn1-c1ccccc1 the results were GBA activity up 6.
For CC(C)(C)n1nc2c(c1NC(=O)c1ccc(Br)o1)CS(=O)C2 (stereo not given) the results were GBA activity up -6.
Cc1cc(OCCSc2nnc(-c3cccs3)n2C)ccc1Cl was read as GBA activity up -12.
For CC1(C)CC(=O)c2cc(OCC(=O)NCCCN3CCN(c4ccccc4F)CC3)ccc2O1 the results were GBA activity up -60.
For COC(=O)CNC(=O)CCCCC(=O)NCC(=O)OC the results were GBA activity up -32.
Screening Cc1ccc(O)c(NC(=O)c2cccc(S(=O)(=O)N3CCCCC3)c2)c1 returned GBA activity up -35.
For COCCn1nnnc1C(c1ccccc1OC)N1CCN(c2ccccc2F)CC1 (stereo not given) the results were GBA activity up -2.
`CCC1CCCCN1C1Sc2ccc(C(=O)OC)cc2NC1=O` (stereo not given) gave GBA activity up -12.
`O=C1COc2ccc(C(=O)CSc3nnc(Cc4cccs4)n3-c3ccccc3)cc2N1` gave GBA activity up -38.
CCC(c1nnc(SCC(=O)N2CC3(C)CC2CC(C)(C)C3)o1)N(C)C (stereo not given) was read as GBA activity up -2.
`CC(=O)n1c2ccccc2c2c1c1ccccc1n2C` gave GBA activity up 7.
Screening O=C1c2ccccc2C(=O)N1CCCOc1ccccc1 returned GBA activity up -51.
`COc1ccc(C2CC(C(F)(F)F)n3nc(C(=O)O)cc3N2)cc1OC` (stereo not given) gave GBA activity up -25.
`Cc1cccc(-n2c(=O)[nH]c3c(C(N)=O)nc(CC(C)C)nc32)c1` gave GBA activity up 8.
`O=C(NCc1ccccc1F)C1CCCN1C(=O)NCc1ccccc1` (stereo not given) gave GBA activity up -3.
CCn1c(SCC(=O)Nc2cc(C)c(Cl)cc2OC)nnc1-c1ccco1 was read as GBA activity up -5.
For Cc1ccc(OCc2ccc(C(=O)N3CCOCC3)cc2)cc1C the results were GBA activity up 12.
For COc1ccc(C(=O)C2CCN(S(=O)(=O)c3ccc4c(c3)OCCO4)CC2)cc1 the results were GBA activity up -12.
`Nc1ccn(-c2ccccc2)c(=O)c1` gave GBA activity up -1.
`CCCCC(CC)CNC(=O)CCS(=O)(=O)c1cccc2nsnc12` (stereo not given) gave GBA activity up -11.
Screening CCCCCC/C(=N/O)c1ccccn1 returned GBA activity up -17.
COC(=O)C1=C(C)OC(N)=C(C#N)C1C1CCCCC1 (stereo not given) was read as GBA activity up -17.
Screening COc1ccc(NC(=O)C2CCCN2C(=O)NC2CCCCC2)cc1OC (stereo not given) returned GBA activity up -30.
For Cn1c(COc2ccc(Cl)cc2)nc2ccccc2c1=O the results were GBA activity up 25.
CCCCNC(=O)c1ccc(CS(=O)(=O)c2cccc(C(F)(F)F)c2)o1 was read as GBA activity up -23.
Cc1ccc(OCCNC(=O)c2ccco2)cc1C was read as GBA activity up -13.
For CCC(C)NC(=O)C1CC(c2cccc(OC)c2)=NO1 (stereo not given) the results were GBA activity up -14.
`Nc1nc(N)nc(-c2ccccc2)n1` gave GBA activity up -41.
CCC(C)NC(=O)c1ccccc1C(=O)NC(C)CC (stereo not given) was read as GBA activity up -1.
Screening O=C1C2C3C=CC(C3=C3CCCCC3)C2C(=O)N1c1ccccc1 (stereo not given) returned GBA activity up 6.
For CCOC(=O)c1c(C)nc2ncccn12 the results were GBA activity up 15.
For Cc1ccc(NC(=O)c2nnn(CC(=O)Nc3ccccc3)c2N)cc1C the results were GBA activity up -15.
Screening COn1cnnc1-c1ccccc1 returned GBA activity up -45.
CC(C)c1nnc(NC(=O)CSc2nc3ccccc3s2)s1 was read as GBA activity up 44.
Cc1ccc(N(Cc2cc(=O)[nH]c3ccccc23)C(=O)c2ccco2)cc1 was read as GBA activity up -21.
Screening Cc1ccc(C(=O)N2CCCC2)cc1S(=O)(=O)Nc1ccccc1 returned GBA activity up -45.
For CCCc1cc(=O)[nH]c(SCC(=O)c2cc(C)n(C(C)COC)c2C)n1 (stereo not given) the results were GBA activity up -5.
COc1ccccc1OCC(=O)N(Cc1nc(-c2ccccc2)no1)C1CCCCC1 was read as GBA activity up -13.
O=C(CSc1nnc(-c2ccccc2Cl)n1Cc1ccco1)Nc1ccc2c(c1)OCCO2 was read as GBA activity up 8.
Screening CC1CCN(Cc2nc3c(c(=O)n(C)c(=O)n3C)n2CCN2CCOCC2)CC1 returned GBA activity up 2.

Ordered by SMILES length (rising): part of the list above.
For Cc1ccc(NC(=O)c2nnn(CC(=O)Nc3ccccc3)c2N)cc1C the results were GBA activity up -15.
For CCCc1cc(=O)[nH]c(SCC(=O)c2cc(C)n(C(C)COC)c2C)n1 (stereo not given) the results were GBA activity up -5.
O=C(CSc1nnc(-c2ccccc2Cl)n1Cc1ccco1)Nc1ccc2c(c1)OCCO2 was read as GBA activity up 8.
